HCMV antiviral – inhibitors of human cytomegalovirus; HFF cells, HCMV-luciferase reporter, 72 h; hits give low values; activity change, negative = inhibition, % at 57.5 µM; 410,000 compounds, 4.5% hits; AID 1259415; in the data active = activity change below about -60%; inconclusive = no clear call, values can overlap the other calls; inactive = above about -39%
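Cell-based, HFFs, 1000 cells/well, 16 h 37C; cpds in DMSO + HCMV-luc, MOI 1 PFU/cell; 72 h 37C; OneGlo luminescence after 5 min RT; norm. to buffer vs Salinomycin 10uM.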
AmpC inh no detg – inhibitors of E. coli AmpC beta-lactamase without detergent; P00811; AmpC nitrocefin hydrolysis, absorbance 480 nm, 0.0001% Triton; Potency, µM (top dose mostly 57.1 µM), without a hit: at the highest dose activity change, negative = inhibition, usual class: inhibitors; 330,000 compounds, 0.52% hits; AID 485341;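 also: potency is read from the fitted curve at half-maximal effect; plate controls were no compound for no effect and no enzyme for full effect; nearly all actives have a fitted effect of over 20% in size; some results filed as inactive show a strong effect at the top dose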
Target sequence (P00811 whole entry, looked up): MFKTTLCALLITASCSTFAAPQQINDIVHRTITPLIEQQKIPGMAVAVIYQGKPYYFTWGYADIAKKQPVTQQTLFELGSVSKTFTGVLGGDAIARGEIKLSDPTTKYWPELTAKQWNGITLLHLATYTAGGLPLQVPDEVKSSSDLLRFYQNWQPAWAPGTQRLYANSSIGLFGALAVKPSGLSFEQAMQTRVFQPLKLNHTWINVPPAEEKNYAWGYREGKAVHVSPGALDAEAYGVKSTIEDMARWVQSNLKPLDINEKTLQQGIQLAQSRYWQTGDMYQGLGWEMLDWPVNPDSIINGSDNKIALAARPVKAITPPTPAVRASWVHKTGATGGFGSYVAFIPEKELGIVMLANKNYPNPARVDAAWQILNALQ
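AmpC (5.3 nM in the dispensed reagent) in 20 mM phosphate pH 7.0 with 0.01% (detergent screen) or 0.0001% Triton X-100 was preincubated with compounds for 15 min at room temperature. Nitrocefin was then added from an 800 uM solution, and hydrolysis was followed at 480 nm.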
AmpC inh detg – inhibitors of E. coli AmpC beta-lactamase with detergent; Potency, µM (titrated, usually from 114 µM), for the others: at the highest dose activity change, negative = inhibition, usual class: inhibitors; P00811; AmpC hydrolysis of nitrocefin, absorbance 480 nm, 0.01% Triton; 370,000 compounds, 0.041% hits;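 also: potency is read from the fitted curve at half-maximal effect; 0% = no-compound wells and -100% = no-enzyme wells; nearly all actives have a fitted effect of over 25% in size; some results filed as inactive show a strong effect at the top dose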
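20 mM phosphate pH 7.0 + 0.01% (detergent screen) or 0.0001% Triton X-100; 5.3 nM AmpC reagent; cpd preinc 15 min RT; nitrocefin (800 uM stock) to start; A480 q20 s × 4 min; Activity was normalised to no-enzyme and no-compound control wells.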
LmPK inhibitor – inhibitors of Leishmania mexicana pyruvate kinase. 290,000 compounds, 0.37% hits. purified LmPK, Kinase-Glo ATP luminescence, 1 h. Potency, µM (doses to about 57.5 µM), inactives show top-dose activity change, negative = inhibition, usual class: inhibitors. Q27686; also: potency is read from the fitted curve at half-maximal effect
Target sequence (Q27686 whole entry, looked up): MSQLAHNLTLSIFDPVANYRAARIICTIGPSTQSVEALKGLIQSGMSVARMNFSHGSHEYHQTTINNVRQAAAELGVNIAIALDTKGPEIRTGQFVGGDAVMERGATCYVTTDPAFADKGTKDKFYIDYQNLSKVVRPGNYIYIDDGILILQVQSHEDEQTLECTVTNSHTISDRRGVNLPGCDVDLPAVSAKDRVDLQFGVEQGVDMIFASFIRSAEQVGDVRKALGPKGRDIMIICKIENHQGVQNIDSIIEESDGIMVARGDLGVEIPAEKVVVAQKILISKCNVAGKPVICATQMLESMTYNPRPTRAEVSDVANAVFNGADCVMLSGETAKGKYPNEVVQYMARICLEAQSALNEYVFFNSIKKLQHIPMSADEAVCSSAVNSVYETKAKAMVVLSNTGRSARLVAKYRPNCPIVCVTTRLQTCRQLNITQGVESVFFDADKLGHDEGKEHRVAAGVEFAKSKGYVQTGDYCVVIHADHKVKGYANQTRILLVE
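Screened at intermediate enzyme activity to detect both inhibitors and activators: LmPK at 0.1 nM, with a 0.5 nM enzyme column as activation reference. PEP 0.5 mM, ADP 0.1 mM; ATP detected by luminescence after 1 h.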
AMA1-RON2 inh – disrupts binding of P. falciparum AMA1 to RON2 | AlphaScreen AMA1-biotinylated RON2 peptide binding | Potency, µM (doses to about 58.2 µM), inactives show at the highest dose activity change, negative = inhibition, actives largely listed as inhibitors | 360,000 compounds, 0.2% hits | AID 720542;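 also: potency is read from the fitted curve at half-maximal effect; 0% = vehicle wells and -100% = peptide control; nearly all actives have a fitted effect of over 45% in size; some results filed as inactive show a strong effect at the top dose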
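AMA1 (3D7) with his tag at 25 nM final met compounds first, then biotinylated RON2 peptide at 25 nM; detection used donor plus acceptor beads, 10 µg/mL apiece, read by AlphaScreen after 30 min at room temperature.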
TbPYK inhibitor – inhibitors of Trypanosoma brucei pyruvate kinase. Q57TT1. TbPYK enzyme, Kinase-Glo Plus ATP luminescence, 45 min. Potency, µM (top dose mostly 76.8 µM), for the others: top-dose activity, negative = inhibition, usual class: inhibitors. 410,000 compounds, 0.12% hits. AID 624173; also: potency is read from the fitted curve at half-maximal effect; nearly all actives have a fitted effect of over 50% in size
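Screened from lowest to highest concentration, compounds were pinned into TbPYK/substrate mixtures, and ADP (130 uM final) was added. Plates sat at room temperature for 45 min prior to Kinase-Glo Plus detection by luminescence.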
Sm TGR inh – S. mansoni TGR enzyme inhibition | Q962Y6 | purified TGR, DTNB reduction, TNB absorbance 405 nm | Potency, µM (titrated, usually from 114 µM), for inactives: at the top dose activity change, negative = inhibition, hits mostly inhibitors | 360,000 compounds, 3% hits; also: potency is read from the fitted curve at half-maximal effect; nearly all actives have a fitted effect of over 60% in size
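TGR 20 nM + NADPH 100 uM (dispensed conc.), cpd preinc 15 min RT; start with NADPH (500 uM addition) then DTNB (15 mM addition). Kinetic TNB absorbance, 405 nm filter. Four-parameter Hill fit across titration.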
* marks the source's active call; other numbers are inactive results; u = inconclusive; x = not tested or not shown; [ ] = dose if it differs, or a comment. Unless noted, calls follow the shape of the dose curve; as a rule, active = well fitted curve in the direction sought with a large enough effect; inconclusive = small, poorly fitted or top-dose-only effect, or another doubt; inactive = no such curve, though single readings can be large; an effect the other way counts as inactive or inconclusive. Unless noted, % is scaled to controls: 0 for no effect and ±100 for the full control effect.

Values in the order – AmpC inh no detg	Sm TGR inh	LmPK inhibitor	HCMV antiviral	TbPYK inhibitor	AMA1-RON2 inh	AmpC inh detg
> N#CCC(=O)N/N=C/c1cc(Br)ccc1OCc1cccc2ccccc12
 : -37%	16%	-2%	32	4%	12%	8%
> O=C(Nc1cccnc1)c1ccco1
 : -23%	-1%	-6%	-82*	1%	3%	-1%
> Cn1nc([N+](=O)[O-])nc1Sc1nnnn1-c1cccc(C(=O)O)c1
 : -10%	-15%	9%	-1	-7%	-5%	-3%
> CSc1nnc(-c2ccccc2)n1C
 : -13%	-15%	-6%	18	-4%	-1%	-8%
> O=C(CNCc1ccc(F)cc1)Nc1ccc(C(=O)N2CCCCC2)cc1
 : 33%	4%	-8%	-13	2%	27%	1%
> O=C(NCCc1ccccc1)c1ccc(CSc2nc3ccncc3n2Cc2ccccc2F)cc1
 : x	-6%	x	-33	2%	x	22%
> C=CCn1c(=S)[nH]c2sccc2c1=O
 : -3%	-7%	0%	8	u	80%[activator]	-3%
> COc1cc2c(cc1OC)C(=S)NC(C)(C)C2
 : -29%	-16%	-3%	63	0%	4%	-9%
> OC[C@@H]1CN(CCN2CCOCC2)C[C@H](n2cnc3c(NC4CCCC4)ncnc32)O1
 : x	x	x	-14	2%	-2%	x
> CCSc1oc(-c2ccco2)nc1S(=O)(=O)c1ccc(Br)cc1
 : x	-26%	x	6	3%	x	-4%
> O=C(O)c1ccc(Sc2nnc(-c3cccc(Br)c3)o2)c([N+](=O)[O-])c1
 : -24%	-1%	1%	9	9%	-12%	0%
> Cc1ccccc1Nc1nc(N)nc(COC(=O)c2cccc(S(=O)(=O)N(C)C)c2)n1
 : -24%	3%	0%	-7	1%	24%	4%
> CS(=O)(=O)Nc1nnc(CCc2ccccc2)s1
 : -20%	3%	0%	-20	-3%	-5%	-18%
> O=C(Nc1ccccc1)c1cc(C2CCCCN2C(=O)CCCc2ccccc2)on1 (stereo unspecified)
 : x	x	x	14	-1%	8%	x
> Cc1cc2[nH]c(=O)c(=O)[nH]c2cc1S(=O)(=O)Nc1cccc(F)c1
 : -20%	0%	-6%	29	0%	-4%	u
> CCc1ccc(-c2cn3c(n2)SCC3)cc1
 : -9%	-6%	-15%	83	1%	1%	10%
> COc1ccc(CC(=O)NCCC(C)C)cc1S(=O)(=O)N1CCOCC1
 : -17%	5%	-1%	-36	-14%	10%	1%
> CC(C)(C)OC(=O)NNC(=O)Nc1ccccc1C(F)(F)F
 : -7%	-4%	-1%	-33	-3%	9%	-10%
> CCN(CC)CC(=O)N(CC(=O)Nc1c(C)cc(C)cc1C)C1CCCCC1
 : 10%	7%	3%	93	-3%	6%	-2%
> CCN(CC(=O)Nc1ccccc1OC)C(=O)c1ccc(N(C)S(=O)(=O)c2ccc(C)cc2)cc1
 : 65%[activator]	9%	x	-5	-1%	59%[activator]	-15%
> COc1ccc(-n2cnc3cc(N)ccc32)cc1
 : -10%	0%	0%	u	-12%	3%	u
> CCOC(=O)c1c(N)sc2c1CCS(=O)(=O)C2
 : -16%	0%	-5%	34	-14%	-6%	-13%
> CCN(Cc1ccccc1)Cc1cc(OC)cc(OC)c1
 : -26%	3%	-1%	-2	-1%	35%[activator]	-13%
> Cc1cccc(C)c1NC(=O)CSCc1cccc(CSCC(=O)Nc2c(C)cccc2C)n1
 : 13%	-2%	18%	-1	3%	-14%	-1%
> CCOc1ccc(-n2cc(-c3ccccc3)c3c(=O)[nH]cnc32)cc1
 : -9%	5%	2%	u	2%	-24%	-2%
> CC(=O)Nc1ccc(NC(=O)C2CC(=O)N=C(N)S2)cc1 (stereo unspecified)
 : -12%	-20%	-4%	-3	-1%	11%	5%
> COc1cccc(CNC(=O)CCCCCn2c(=O)[nH]c3cc(OC)c(OC)cc3c2=O)c1
 : x	-10%	x	-31	-3%	x	-5%
> O=C(c1ccoc1)N1CCC2(CCCN(Cc3ccc(F)c(F)c3)C2)C1 (stereo unspecified)
 : 57%	3%	-3%	-3	10%	-6%	6%
> COc1ccc(CNc2nc3nc(C)cc(C)n3n2)cc1OC
 : -10%	-8%	-5%	1	-1%	36%[activator]	-14%
> COc1ccccc1C(=O)NC(=O)COC(=O)c1ccc(Cl)nc1
 : -9%	1%	x	-23	2%	19%	u

Part of the list above, in CSV form:
Compound,AmpC inh no detg,Sm TGR inh,LmPK inhibitor,HCMV antiviral,TbPYK inhibitor,AMA1-RON2 inh,AmpC inh detg
CCN(CC(=O)Nc1ccccc1OC)C(=O)c1ccc(N(C)S(=O)(=O)c2ccc(C)cc2)cc1,65%[activator],9%,x,-5,-1%,59%[activator],-15%
COc1ccc(-n2cnc3cc(N)ccc32)cc1,-10%,0%,0%,u,-12%,3%,u
CCOC(=O)c1c(N)sc2c1CCS(=O)(=O)C2,-16%,0%,-5%,34,-14%,-6%,-13%
CCN(Cc1ccccc1)Cc1cc(OC)cc(OC)c1,-26%,3%,-1%,-2,-1%,35%[activator],-13%
Cc1cccc(C)c1NC(=O)CSCc1cccc(CSCC(=O)Nc2c(C)cccc2C)n1,13%,-2%,18%,-1,3%,-14%,-1%
CCOc1ccc(-n2cc(-c3ccccc3)c3c(=O)[nH]cnc32)cc1,-9%,5%,2%,u,2%,-24%,-2%
CC(=O)Nc1ccc(NC(=O)C2CC(=O)N=C(N)S2)cc1 (stereo unspecified),-12%,-20%,-4%,-3,-1%,11%,5%
COc1cccc(CNC(=O)CCCCCn2c(=O)[nH]c3cc(OC)c(OC)cc3c2=O)c1,x,-10%,x,-31,-3%,x,-5%
O=C(c1ccoc1)N1CCC2(CCCN(Cc3ccc(F)c(F)c3)C2)C1 (stereo unspecified),57%,3%,-3%,-3,10%,-6%,6%
COc1ccc(CNc2nc3nc(C)cc(C)n3n2)cc1OC,-10%,-8%,-5%,1,-1%,36%[activator],-14%
COc1ccccc1C(=O)NC(=O)COC(=O)c1ccc(Cl)nc1,-9%,1%,x,-23,2%,19%,u

New compounds follow:
Values in the order – AmpC inh no detg	Sm TGR inh	LmPK inhibitor	HCMV antiviral	TbPYK inhibitor	AMA1-RON2 inh	AmpC inh detg
> CCOc1ccc(NC(=O)N(CCC(C)C)C(C)c2ccco2)cc1 (stereo unspecified)
 : 2%	-15%	2%	-14	2%	-1%	u
> CN(CC(=O)Nc1cccc(S(=O)(=O)N2CCCC2)c1)CC(=O)Nc1ccc(Cl)c(C(F)(F)F)c1
 : 40%	4%	x	-64*	0%	39%[activator]	-3%
> O=C(CSc1nnc(Cc2cccs2)n1C1CCCCC1)N1CCN(C(=O)c2ccco2)CC1
 : 91%[activator]	3%	5%	3	-3%	-4%	u
> C=CCOC(=O)C1=C(C)NC(=O)NC1c1ccc(OC(=O)c2ccco2)c(OC)c1 (stereo unspecified)
 : -21%	-6%	-1%	20	2%	-4%	-2%
> CC12CCC(C(=O)N3CCCc4ccccc43)(OC1=O)C2(C)C (stereo unspecified)
 : -1%	-2%	6%	-3	-12%	-4%	-6%
> COc1cc2c(cc1OC)C(c1cccc(OC)c1OC)CC(=O)N2 (stereo unspecified)
 : -12%	9%	0%	-1	x	-9%	1%
> c1ccc(OCc2nnc(-c3ccccc3)o2)cc1
 : -12%	-3%	-1%	u	-2%	-1%	-8%
> N#Cc1cnn2c(-c3ccccc3)ccnc12
 : x	-30%	1%	u	10%	16%	-16%
> COc1cccc(NC(=O)CSC2=C(C#N)C(c3ccco3)C3=C(CCCC3=O)N2)c1 (stereo unspecified)
 : -52%	-34%	0%	46	-2%	-1%	-8%
> Cc1nc(CC(=O)N2CCN(c3cccc(C)c3C)CC2)cs1
 : 20%	-20%	0%	-28	x	2%	-13%
> COc1ccc(Cl)cc1NC(=O)CCn1c(=O)c2cccn2c2ccccc21
 : x	-1%	x	4	-7%	x	24%
> Cc1ccc(OCC(=O)N[C@@H](C)c2nnc3ccccn23)cc1C
 : -4%	-22%	2%	0	-4%	8%	0%
> Cc1csc2nc(O)c(C(=O)NC3CCCCC3C)c(=O)n12 (stereo unspecified)
 : -45%	2%	x	-29	-2%	14%	0%
> CC1CC(C)(C)CC2(C1)NC(=O)N(CC(=O)Nc1ccc3[nH]c(=O)[nH]c3c1)C2=O (stereo unspecified)
 : -44%	-16%	x	-36	0%	-3%	1%
> COc1ccc2nc(C)cc(N3CC(C)OC(C)C3)c2c1 (stereo unspecified)
 : -3%	-6%	3%	50	7%	8%	4%
> Cc1ccc(S(=O)(=O)N2[C@@H](c3ccccc3F)C(C(=O)O)=CC[C@H]2c2ccc(C(C)C)cc2)cc1
 : -13%	-7%	x	27	0%	-1%	2%
> CCOC(=O)C1=CNS(=O)(=O)NC1c1ccc(Br)cc1F (stereo unspecified)
 : -13%	x	x	2	2%	15%	x
> Cc1nc2ncnn2c(C)c1CCC(=O)N1CCN(c2cccc(Cl)c2)CC1
 : x	7%	x	-3	0%	x	14%
> C/C(=N\NC(=O)Cc1c[nH]c2ccccc12)c1ccc2ccccc2c1
 : -20%	0%	1%	81	-3%	u	-9%
> CC(C)C1C(=O)N(Cc2cn(CCC3OCCO3)nn2)CCS(=O)(=O)N1Cc1ccc(-c2ccc(Cl)cc2)cc1 (stereo unspecified)
 : x	x	x	-29	1%	-10%	x
> NS(=O)(=O)c1cnccc1Nc1cccc(Br)c1
 : x	x	x	-19	-4%	-15%	x
> CCCN(CCC)CCNC(=O)Cn1cnc2sc(C)c(S(=O)(=O)N3CCC(C)CC3)c2c1=O
 : x	-1%	x	4	2%	x	-2%
> Cc1sc2nc(CN3CCOCC3)nc(N3CCN(S(=O)(=O)c4ccccc4)CC3)c2c1C
 : 259%[activator]	-7%	x	u	4%	-12%	6%
